Screening results from PubChem BioAssay.
NLRP3 yeast inh = inhibitors of NALP3 inflammasome in yeast; Yeast reconstituted NLRP3/ASC/caspase-1, beta-gal luminescence, 24 h; inhibition, % at 10 µM; 330,000 tested, 0.39% active; AID 2825;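 active = inhibition of 50% or more; inactive = inhibition below 50%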;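 note: plate controls were induced DMSO wells for no effect and uninduced yeast grown without galactose for full effect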
tim23-1 inh = growth inhibitors of tim23-1 mutant yeast | S. cerevisiae tim23-1 growth, BacTiter-Glo luminescence, 24 h | inhibition, % at 20 µM | 330,000 tested, 1.3% active;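 active = growth inhibition of the mutant yeast at or above 50%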;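 note: temperature-sensitive mutant grown at 25 °C; plate controls were DMSO-treated mutant yeast for no effect and medium wells lacking yeast for full effect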
TIM10 inh = TIM10 yeast growth inhibition; S. cerevisiae TIM10 strain growth, BacTiter-Glo luminescence, 24 h; inhibition, % at 10 µM; 330,000 tested, 1.4% active;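 active = inhibition of 40% or more at the single tested concentration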;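 note: wild-type TIM10 isogenic control strain grown at permissive 25 °C; 0% = DMSO yeast wells and 100% = minimal medium wells without yeast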
beta cell repl = inducers of beta-cell replication in MIN6 cells; MIN6 cells proliferation, ATPlite luminescence, 48 h; cells starved in 0.2% serum; 100% = growth in 10% serum; proliferation, % at 10 µM; AID 2380; 330,000 tested, 0.29% active;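 active = compounds whose signal lies at least 3.5 SD above the mean of all wells on their plate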;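 note: 0% = DMSO-treated cells in low-serum medium and 100% = 10% serum control; some compounds called inactive have numbers as strong as hits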
NR3A LBD binder = modulates the human NR3A ligand-binding domain; NR3A LBD differential scanning fluorimetry, Tm shift; 0% = protein alone, 100% = glycine-bound protein; Tm shift relative to glycine control, % at 25 µM; 340,000 tested, 2.5% active; AID 1259313;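 active = melting temperature shift of at least 10% of the positive control shift, at one fixed dose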
tim10-1 inh = inhibits growth of tim10-1 mutant yeast. inhibition, % at 20 µM. AID 463190. 330,000 tested, 2.2% active. S. cerevisiae tim10-1 ts strain growth, BacTiter-Glo, 24 h;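 active = inhibition of at least 40%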;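 note: mutant grown at 25 °C; 0% = DMSO wells with yeast and 100% = wells holding no yeast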
APJ antagonist = blocks the human apelin receptor APJ | P35414 | 330,000 tested, 0.32% active | AID 2521 | inhibition, % at 20 µM | CHO-K1 APJ beta-arrestin complementation, luminescence;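 active = inhibition above about 40% at 20 µM, limit read from the data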;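 note: cells challenged with 10 nM apelin-13 agonist together with compound; plate controls were apelin-13 plus DMSO wells for no effect and DMSO wells lacking apelin-13 for full effect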
Target sequence (P35414 whole entry, looked up): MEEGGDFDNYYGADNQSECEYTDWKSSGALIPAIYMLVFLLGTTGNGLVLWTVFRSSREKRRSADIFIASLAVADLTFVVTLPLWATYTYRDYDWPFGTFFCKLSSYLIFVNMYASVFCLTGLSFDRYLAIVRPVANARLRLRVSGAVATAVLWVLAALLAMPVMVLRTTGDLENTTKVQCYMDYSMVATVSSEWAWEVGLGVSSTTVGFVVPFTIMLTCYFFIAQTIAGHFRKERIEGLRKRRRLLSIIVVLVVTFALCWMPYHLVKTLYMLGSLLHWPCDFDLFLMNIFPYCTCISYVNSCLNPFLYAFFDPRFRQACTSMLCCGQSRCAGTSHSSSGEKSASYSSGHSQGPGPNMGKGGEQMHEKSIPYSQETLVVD
MPTP block = inhibitors of mitochondrial permeability transition pore | isolated mouse mitochondria, Ca2+ swelling absorbance, 30 min | inhibition, % at 10 µM | 360,000 tested, 1.4% active;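 active = inhibition of 50% or more, scaled per plate between neutral and stimulator controls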;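 note: 0% = DMSO wells given calcium and 100% = 1 mM EGTA wells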
APJ ag = activates the human apelin receptor APJ | P35414 | CHO-K1 APJ PathHunter beta-arrestin, luminescence; 0% DMSO wells, 100% apelin | activation, % at 20 µM | 330,000 tested, 0.11% active;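 active = activation more than six SD over the plate average, tested at 20 µM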;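 note: 0% = DMSO alone and 100% = apelin-13 at 10 nM; some results filed as inactive read as strong as hits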
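Assay system: CHO-K1 APJ beta-arrestin complementation cell line / Compound: single test compound dose, 20 µM final, 1% DMSO / Times: overnight seeding, 90 min compound at 25 °C, 1 h detection / Technique: beta-gal luminescence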
* = called active by the depositor; / = no result given.

item | smiles | APJ antagonist | tim10-1 inh | NLRP3 yeast inh | beta cell repl | NR3A LBD binder | tim23-1 inh | APJ ag | MPTP block | TIM10 inh
1 | NC(=O)c1ccc(NC(=O)COC(=O)c2c[nH]c3ccccc23)cc1 | 6 | 0 | 5 | 0 | 4 | -3 | 5 | -0.8 | -2
2 | COC1CCN(C(=O)C2CCC(=O)N(C3CCCCCC3)C2)CC1 (centres undefined) | 10 | -15 | 8 | -1 | -2 | -4 | 0 | 2.7 | 1
3 | CCC1C(C#N)=C(SC)NC2=C1C(=O)CC(C)(C)C2 (centres undefined) | -5 | -7 | 10 | -3 | 2 | 15 | -3 | 4.7 | -5
4 | O=C(CN1C(=O)C2C3CC(C(Br)C3Br)C2C1=O)N1CCOCC1 (centres undefined) | -7 | -4 | 5 | 1 | -1 | 3 | -1 | -0.6 | 4
5 | CC1CCCCN1CCn1c(=S)[nH]c2ncccc2c1=O (centres undefined) | -3 | 9 | 3 | -1 | -1 | 6 | 1 | -2.0 | -7
6 | COC(=O)c1ccc(NC(=O)CN2C(=O)NC3(CCC(C)CC3)C2=O)cc1 (centres undefined) | 3 | -7 | 7 | -1 | -2 | -2 | -1 | -0.4 | 4
7 | O=C(Cn1nc(CNc2ccc(Cl)cc2)[n+]2c1CCCCC2)c1ccccc1 | 3 | 22 | 0 | 0 | -2 | 6 | 1 | -22 | 32
8 | O=C(NCc1ccccc1)N1CCN(c2ccccc2F)CC1 | 1 | -7 | 24 | -2 | -6 | 5 | 0 | -3.0 | -10
9 | N#CCN1C(=S)N=C(Nc2cccc(Cl)c2)C12CCCCC2 | 7 | 0 | 11 | 1 | 0 | 1 | -5 | -0.4 | -10
10 | COc1ccc(-c2cc(C(=O)N3CCCCCC3)c3ccccc3n2)cc1 | -60 | 52* | 23 | -2 | 4 | 46 | 8 | 1.6 | 19
11 | Cn1ccnc1SCC(=O)Nc1ccc2c(c1)OC(F)(F)O2 | 5 | 6 | 18 | 2 | / | 4 | -3 | / | 10
12 | COc1cc(NC(=O)COC(=O)Cc2ccsc2)cc(OC)c1 | 2 | 13 | 10 | -3 | 3 | 11 | -5 | -0.5 | 13
13 | CCN(CCNC(=O)C1CCN(S(=O)(=O)c2cccc3cccnc23)CC1)c1ccccc1 | -2 | -13 | -1 | 2 | -4 | 4 | -3 | -3.4 | 0
14 | CCC1C(=O)NCCN1C(=O)c1ccc(OC)c(OC2CCN(C(C)=O)CC2)c1 (centres undefined) | 2 | -18 | 11 | 8 | 1 | -29 | -2 | -0.5 | -4
15 | COC(=O)c1cccc2c1-c1ccccc1/C2=N/O | -2 | 59* | -25 | 5.5* | -9 | 65* | -1 | 1.0 | 33
16 | c1cc2c(cc1-n1cnnn1)OCO2 | -5 | 12 | 2 | -1 | 0 | 3 | 1 | -2.6 | 3
17 | CCc1nnc(NC(=O)C(=O)NCCOC(=O)c2ccccc2)s1 | 7 | 10 | 5 | 1 | -1 | 27 | 1 | 1.3 | 17
18 | COc1ccc(NC(=O)N2C3CCCC2CC(NC(=O)C2CC2)C3)cc1 (centres undefined) | 7 | -11 | -2 | -1 | 0 | 2 | -3 | -0.9 | 3
19 | Cc1c(C)n(C(=O)CN2CCN(c3ccccc3)CC2)c2ccccc12 | 12 | 28 | 16 | 0 | 0 | 8 | -2 | 0.6 | 12
20 | O=C(Cn1cnc2ccccc2c1=O)Nc1nnc(SCc2ccccc2)s1 | 5 | -20 | -1 | -1 | -10 | -18 | -5 | 0.1 | -11
21 | COc1ccc(C)cc1NC(=O)C(OC(=O)CNC(=O)c1cccc(F)c1)c1ccccc1 (centres undefined) | 2 | 14 | -1 | -1 | -16 | 7 | 2 | 1.2 | -7
22 | COc1cccc(C(=O)NC2CCN(C(=O)N3CCCCC3)CC2)c1 | -4 | 6 | 4 | -3 | 1 | 9 | -3 | 0.1 | -20
23 | CC(=O)N(Cc1ccc(Br)cc1)c1cccc(C)c1C | 11 | 4 | 12 | -2 | -1 | -24 | -4 | -2.1 | -32
24 | CSc1ncccc1C(=O)OCc1ccc(Br)cc1 | 3 | 21 | 12 | 1 | 1 | 3 | 1 | 1.2 | -23
25 | O=C(NCCO)Nc1ccc2nc(-c3ccco3)c(-c3ccco3)nc2c1 | -25 | -7 | 5 | 5 | / | 6 | 1 | / | 4
26 | NC1=NC[C@H](Cc2ccc(O)cc2)N1CCc1cccc2ccccc12 | -57 | -2 | -5 | 4 | -1 | -24 | -7 | -0.3 | -7
27 | COC(=O)c1ccccc1NC(=O)CNCCc1ccc(OC)c(OC)c1 | 7 | -3 | 10 | -2 | -3 | 1 | 4 | -3.4 | -8
28 | CN(CCc1ccccn1)c1ccc([N+](=O)[O-])cn1 | 2 | 3 | -4 | -1 | 2 | 6 | -1 | 3.2 | -9
29 | CCCCCCCCCCCCN1[C@@H](CC(=O)O)c2cc(C(F)(F)F)ccc2S1(=O)=O | 1 | 64* | 4 | -8 | -3 | 4 | -6 | 14 | -4
30 | CCCN(CC(=O)Nc1ccc(F)c(F)c1F)C(=O)Cn1c(=O)cnc2ccccc21 | 11 | 8 | 25 | 3 | 2 | 15 | -1 | 0.0 | -5
31 | Cc1cc(NC(=O)CSC2=NCCS2)no1 | 0 | 7 | 11 | 0 | 1 | 4 | -2 | 0.3 | 7
32 | CCCN1CNC(=S)N(c2ccc(C)cc2C)C1 | 23 | 16 | 18 | -2 | 1 | 19 | -6 | 1.8 | 23
33 | COc1ccc(C)c2sc(NC(=O)c3cccc(N4C(=O)CCC4=O)c3)nc12 | 15 | -25 | 7 | 3 | 1 | -18 | 9 | 1.3 | -14
34 | COCCCNC(=O)c1ccc(NC(C)=O)cc1 | -15 | 3 | -1 | 0 | -1 | 10 | 1 | -4.2 | -5
35 | C[C@@H]1COC(=O)[C@H](CC(=O)OC(C)(C)C)C/C=C\C[C@@H](CC(=O)NCCO)C(=O)N1 | 4 | -19 | 17 | 0 | 0 | -17 | 1 | -0.8 | -6
36 | O=C(Nc1cccnc1)c1scc2c1OCCO2 | -1 | 14 | 0 | -1 | 3 | 14 | -4 | -2.2 | 2

By substructure: the compounds so far with two or more sulfur atoms (2)
item | smiles | APJ antagonist | tim10-1 inh | NLRP3 yeast inh | beta cell repl | NR3A LBD binder | tim23-1 inh | APJ ag | MPTP block | TIM10 inh
20 | O=C(Cn1cnc2ccccc2c1=O)Nc1nnc(SCc2ccccc2)s1 | 5 | -20 | -1 | -1 | -10 | -18 | -5 | 0.1 | -11
31 | Cc1cc(NC(=O)CSC2=NCCS2)no1 | 0 | 7 | 11 | 0 | 1 | 4 | -2 | 0.3 | 7

(more compounds)
item | smiles | APJ antagonist | tim10-1 inh | NLRP3 yeast inh | beta cell repl | NR3A LBD binder | tim23-1 inh | APJ ag | MPTP block | TIM10 inh
37 | CCOCCCNC(=O)c1ccc2c(=O)n(CCCOCC)c(=S)[nH]c2c1 | 10 | 22 | 7 | -3 | 0 | -2 | -4 | -0.5 | -16
38 | CCOc1ccc(N2CC(C(=O)Nc3ccc(S(=O)(=O)NCC4CCCO4)cc3)CC2=O)cc1 (centres undefined) | 4 | -6 | 19 | 0 | -2 | 3 | 0 | -3.5 | 4
39 | COc1cc(OC)cc(C(=O)NCC(=O)OCC(=O)c2cc(C)n(Cc3ccco3)c2C)c1 | 15 | 22 | -6 | 0 | 19* | 23 | -1 | 4.3 | 19
40 | CCC1(CC)Cc2ccccc2C(=O)N1 | 0 | 3 | 33 | -2 | 1 | -9 | -3 | 2.2 | -4
41 | O=C(CSCc1c(Cl)cccc1Cl)Nc1ccc2c(c1)OCCO2 | -3 | 27 | 20 | 2 | -5 | 49 | -3 | -4.1 | 24
42 | c1ccc(CNC2=NCCCCC2)cc1 | -8 | -14 | 12 | -3 | 0 | 3 | 1 | 0.2 | -10
43 | O=C(NC1CCCCCC1)C(=S)N1CCOCC1 | 25 | 9 | 6 | -3 | 3 | 5 | -2 | -2.4 | -3
44 | CCOC(=O)N1CCC(NC(=O)CSCc2cnn(-c3ccccc3)c2-n2cccc2)CC1 | -6 | 14 | 10 | 1 | -1 | 11 | -5 | 13 | 11
45 | Cc1cc(C)nc(Nc2n[nH]c(-c3ccccc3Br)n2)n1 | 8 | 16 | 5 | -2 | 1 | 11 | -4 | -1.9 | 11
46 | CCNC(=O)CC1C(=O)N(c2ccc(C)cc2)C(=O)N1CCc1ccc(OC)c(OC)c1 (centres undefined) | 0 | 4 | 19 | -1 | -1 | 3 | 0 | -0.7 | -3
47 | O=C1/C(=C/c2cccnc2)CC/C1=C\c1cccnc1 | -22 | 11 | 2 | -4 | -5 | 14 | 0 | 0.2 | 1
48 | CCOc1ccccc1C(=O)Nc1ccc(NC(=O)c2ccccc2)cc1 | 2 | 2 | 22 | -1 | 17* | -5 | 2 | 0.3 | -15
49 | COc1ccc(N2CCN(C(=O)Cc3ccc(-n4c(=O)[nH]c5ccccc5c4=O)cc3)CC2)cc1 | -17 | 7 | 18 | -1 | -1 | -5 | -3 | -0.5 | 14
50 | Cc1ccc(S(=O)(=O)N2CC(=O)N3CCN(CCN)C3C2)cc1 (centres undefined) | 3 | -12 | 18 | 0 | -1 | -1 | -3 | 0.5 | -2
51 | COc1cccc2[nH]c3c(=O)n(CCN(C)C)cnc3c12 | 2 | -5 | 0 | 0 | 2 | 0 | -2 | -4.2 | 4
52 | O=C(Cn1c(CN2CCCCC2)nc2ccccc2c1=O)NC1CCCCC1 | 8 | -8 | 18 | -2 | -2 | 9 | -4 | -1.6 | 0
53 | Cc1cc(C)c2c(=O)[nH]c(SCC(=O)NCc3ccccc3)nc2n1 | 16 | 8 | 12 | 0 | -2 | -2 | -6 | -1.2 | 2
54 | O=C(COC(=O)COc1ccc2ccccc2c1)Nc1cc(C(F)(F)F)ccc1N1CCOCC1 | -9 | 30 | -6 | 1 | -3 | 10 | -3 | 0.2 | 0
55 | COc1cc(C)ccc1OCc1cc(C(=O)N(Cc2c(C)nn(C)c2C)C2CC2)no1 | -7 | 21 | 11 | 0 | -1 | 14 | 1 | -1.0 | 5
56 | COc1cccc(/C=N/NC(=O)c2cccc3ccccc23)c1 | -1 | 21 | 5 | -4 | -1 | 28 | -3 | -1.1 | 10
57 | CCN(CC)S(=O)(=O)c1cccc2cccnc12 | 2 | -2 | 20 | 4 | -1 | -2 | 0 | 2.2 | 3
58 | CCOc1ccccc1CNC(=O)Cn1nc(C)c2c(C)n(-c3ccc(C)cc3)nc2c1=O | 16 | 12 | 23 | -7 | -1 | 12 | 0 | 2.3 | -2
59 | Cc1nc(-c2ccc(NC(=O)C3CC3)cc2)cs1 | 5 | -7 | 21 | -2 | -45 | 54* | -3 | -2.3 | 18
60 | O=C(Oc1ccc(Br)cc1C(=S)N1CCOCC1)c1ccc([N+](=O)[O-])cc1[N+](=O)[O-] | -56 | 71* | 3 | 0 | -1 | 67* | 6 | -1.4 | 68*
61 | Cc1cccc(NC(=O)CSc2cccc3cccnc23)c1C | 28 | 8 | 35 | -3 | 3 | 30 | -5 | -1.6 | -12
62 | Cc1ccc(C2=NOC(c3nnc(-c4ccccc4)o3)C2)cc1 (centres undefined) | -3 | -2 | 32 | -3 | 1 | 10 | -1 | -1.7 | 7
63 | O=C(c1ccco1)N1CCN(C(=S)Nc2ccc(F)c(Cl)c2)CC1 | -4 | 8 | 2 | 5 | -2 | 13 | 7 | -1.4 | 16
64 | CC(=O)Nc1ccc(NC2(C)C(=O)c3ccccc3C2=O)cc1 | 12 | -4 | 18 | 2 | -2 | 5 | -1 | -2.6 | -6
65 | CCC(C)Sc1nc2c(cnn2-c2ccc(C)c(C)c2)c(=O)[nH]1 (centres undefined) | -13 | 22 | 9 | 6 | 0 | 5 | -1 | 0.1 | 11
66 | OCCNNC(=S)NC1CC2C=CC1C2 (centres undefined) | 5 | -1 | 22 | -3 | 2 | -4 | 2 | 3.4 | -23
